# RGS4-Gao reg: human RGS4-Galphao interaction regulation; P09471; binding response (% of control), % at 10 µM; 220,000 compounds, 0.33% hits; AID 1415; Multiplexed bead flow cytometry, RGS4-Galphao binding; actives lie on both sides; in the data active = binding response below about 49% or above about 150%; inactive = in between;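 also: fluorescent Galphao activated with aluminum fluoride binding bead-coupled RGS4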
# Target sequence (P09471 whole entry, looked up): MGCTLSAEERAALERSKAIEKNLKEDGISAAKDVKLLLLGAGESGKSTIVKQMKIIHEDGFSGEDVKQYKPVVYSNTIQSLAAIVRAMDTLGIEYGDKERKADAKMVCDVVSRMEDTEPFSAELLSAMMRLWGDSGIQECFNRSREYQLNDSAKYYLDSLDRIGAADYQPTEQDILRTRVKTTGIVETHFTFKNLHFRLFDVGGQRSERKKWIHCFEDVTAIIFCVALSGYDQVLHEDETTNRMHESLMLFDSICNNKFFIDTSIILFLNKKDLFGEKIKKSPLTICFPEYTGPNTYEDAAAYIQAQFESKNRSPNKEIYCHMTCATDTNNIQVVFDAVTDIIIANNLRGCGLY
# Bim-Bfl-1: disrupts Bim binding to human Bfl-1. Q16548. Bead-based flow cytometry, Bim-Bfl-1 binding inhibition. 190,000 compounds, 0.12% hits. inhibition, % at 10 µM;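 also: 0% = wells without compound plus tracer and 100% = blocker peptide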
# RGS8-Gao: human RGS8-Galphao interaction regulation | AID 1423 | 220,000 compounds, 0.34% hits | response (percent of control binding), % at 10 µM | multiplexed bead flow cytometry, RGS8-Galphao binding; actives lie on both sides; in the data active = response below about 60% or above about 140%; inactive = in between;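 also: Galphao activated as the GDP aluminium fluoride complex binding bead-coupled RGS8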
# Bcl-XL Bim block: disrupts Bim peptide binding to human Bcl-XL; inhibition, % at 10 µM; Q07817; bead flow cytometry, fluorescence; 190,000 compounds, 0.04% hits; AID 1007
# Target sequence (Q07817 whole entry, looked up): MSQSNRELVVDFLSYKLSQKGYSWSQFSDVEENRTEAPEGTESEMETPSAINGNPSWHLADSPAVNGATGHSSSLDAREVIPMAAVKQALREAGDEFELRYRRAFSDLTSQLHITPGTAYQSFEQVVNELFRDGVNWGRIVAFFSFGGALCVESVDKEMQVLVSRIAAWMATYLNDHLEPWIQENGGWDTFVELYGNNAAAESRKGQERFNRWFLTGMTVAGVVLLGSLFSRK
# Mcl-1 Bim block: human Bim-Mcl-1 interaction inhibition. 190,000 compounds, 0.1% hits. Bead-based flow cytometry, Bim peptide-Mcl-1 binding. Q07820. inhibition, % at 10 µM;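 also: 0% = no compound tracer wells and 100% = peptide blocker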
# ABCG2 inh: human ABCG2 inhibition, ABCB1 as counter-screen | Q9UNQ0 | IgMXP3 cells, JC-1 efflux, flow cytometry | inhibition, % at 6.6 µM | 190,000 compounds, 0.1% hits | AID 1325;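 active = inhibition above 80%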;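 also: 0% = DMSO and 100% = nicardipine control wells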
#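 Measure – % inhibition of efflux relative to nicardipine and DMSO · Test system – ABCG2 IgMXP3 and barcoded ABCB1 CCRF-Adr cell mix · Control set – nicardipine as high control, DMSO as low control · Compound – one concentration, 6.6 µM final · Signal – flow cytometry of retained JC-1 fluorescence · Timing – 10 min exposure at 25 °C with rotation, no wash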
# RGS7-Gao: regulators of human RGS7-Galphao interaction | P09471 | Multiplexed bead flow cytometry, RGS7-Galphao binding; actives lie on both sides | binding response (% of control), % at 10 µM | 220,000 compounds, 0.35% hits | AID 1439; in the data active = binding response below about 49% or above about 150%; inconclusive = no clear call, values can overlap the other calls; inactive = in between;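 also: fluorescent Galphao held in activated GDP-AlF4 state binding bead-coupled RGS7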
# Bim-Bcl-B: human Bim-Bcl-B interaction inhibition; bead-based flow cytometry, Bim peptide-Bcl-B binding; inhibition, % at 10 µM; 190,000 compounds, 0.073% hits; AID 951;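 also: 0% = tracer peptide without compound and 100% = reference inhibitor peptide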
# Target sequence (Q9HD36 whole entry, looked up): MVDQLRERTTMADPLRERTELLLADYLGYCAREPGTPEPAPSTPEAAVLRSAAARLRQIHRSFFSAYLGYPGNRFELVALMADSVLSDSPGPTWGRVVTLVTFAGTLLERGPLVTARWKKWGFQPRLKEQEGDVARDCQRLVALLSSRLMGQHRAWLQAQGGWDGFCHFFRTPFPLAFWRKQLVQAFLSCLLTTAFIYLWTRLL
# Bim-Bcl-2: inhibitors of Bim-Bcl-2 interaction, human; P10415; Bead-based flow cytometry, Bim peptide-Bcl-2 binding; inhibition, % at 10 µM; 190,000 compounds, 0.06% hits; AID 950; in the data active = inhibition above about 40%; inconclusive = no clear call, values can overlap the other calls;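 also: 0% = no compound wells with probe peptide and 100% = reference peptide inhibitor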
# ABCB1 inh: human ABCB1 inhibition, ABCG2 as counter-screen | CCRF-Adr cells, JC-1 efflux, flow cytometry | inhibition, % at 6.6 µM | 190,000 compounds, 0.067% hits | P08183; in the data active = inhibition above about 40%;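 also: 0% = vehicle and 100% = reference inhibitor; higher value means more JC-1 retained so stronger ABCB1 efflux block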
# Bim-Bcl-W: human Bim-Bcl-W interaction inhibition | inhibition, % at 10 µM | bead-based flow cytometry, Bim peptide-Bcl-W binding | 190,000 compounds, 0.02% hits | Q92843;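 also: 0% = bound tracer without compound and 100% = peptide blocker; higher means less fluorescent Bim peptide bound to Bcl-W beads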
# Target sequence (Q92843 whole entry, looked up): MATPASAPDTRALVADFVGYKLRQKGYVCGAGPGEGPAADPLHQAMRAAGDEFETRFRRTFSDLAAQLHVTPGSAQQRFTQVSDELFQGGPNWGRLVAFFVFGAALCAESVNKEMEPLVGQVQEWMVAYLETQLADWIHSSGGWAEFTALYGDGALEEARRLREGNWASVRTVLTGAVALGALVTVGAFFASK
# An asterisk follows results filed as active; ? = inconclusive; nt = no result given; [ ] = another dose, or the depositor's remark. Rule as the data show it, unless noted: active = inhibition above about 40%. Random draw from the library (roughly 0.94% active in at least one column).
SMILES,RGS4-Gao reg,Bim-Bfl-1,RGS8-Gao,Bcl-XL Bim block,Mcl-1 Bim block,ABCG2 inh,RGS7-Gao,Bim-Bcl-B,Bim-Bcl-2,ABCB1 inh,Bim-Bcl-W
CC(C)CC(=O)Nc1ccccc1-c1nnn(CC(=O)N2CCOCC2)n1,100,-11,102,-14,0,-1,98,-5,-2,-0.3,6
Cc1cc(C)c2c(C)c(C(=O)Nc3c(C)n(C)n(-c4ccccc4)c3=O)oc2c1,97,3,100,-1,1,-1,102,0,0,-0.5,0
CC(=O)Nc1ccc(C(=O)N/N=C/c2ccncc2)cc1,91,-7,91,0,-1,6,90,-2,-1,1.1,0
Cc1ccc(-c2csc(NC(=O)c3ccc(-c4ccccc4)cc3)n2)o1,96,0,86,-1,1,7,86,-1,0,1.0,0
Cc1cccc(C(=O)NNC(=O)C(=O)NC(C)(C)C)c1,92,-3,99,-5,-5,0,87,-1,-3,-0.1,-3
CCCN(CCC)CCCNC(=O)CN1C(=O)CSc2ccc(S(=O)(=O)N3CCOCC3)cc21,93,1,93,-1,0,0,99,1,-1,-0.1,-2
CC1Cc2ccccc2N1C(=O)CCNS(=O)(=O)c1cccc2nsnc12 (stereo not drawn),103,-15,103,-6,-4,7,104,-9,-12,1.4,-2
COC(=O)c1ccccc1NC(=O)c1cc2ncc(Br)cn2n1,107,0,104,0,1,3,100,0,1,0.1,-3
Cc1nn(CC(=O)NCCCc2ccccc2)c(C)c1[N+](=O)[O-],99,-3,100,-1,0,4,?,0,-1,0.7,4
Cc1cc(NC(=O)CSc2nc3c(c(-c4cccnc4)c2C#N)CCC3)no1,97,1,103,0,0,11,100,-2,1,2.0,-3
CC(C)c1ccc(CNC(=O)CSCC(=O)Nc2ccc3ccccc3c2)cc1,101,-11,102,7,-2,7,97,-3,-7,1.1,1
COc1ccc(C2=CSC(/N=C/c3ccc(F)cc3)=NN2)cc1,87,7,67,0,-2,0,136,-7,4,-0.1,0
O=C(NCc1ccco1)[C@@H]1CSC2c3ccccc3C(=O)N21 (stereo partly drawn),101,-13,99,-4,0,5,100,-8,-5,3.7,0
Cc1c(-n2c(O)c(C3=c4ccccc4=NC3=O)sc2=O)c(=O)n(-c2ccccc2)n1C,96,-10,96,-4,-1,-1,?,-8,-5,0.3,1
CCOC(=O)C1CCCN(C(=O)/C=C/c2cc(OC)c(OC)c(OC)c2)C1 (stereo not drawn),103,-2,92,-3,0,-5,170*[activator],-4,-2,-0.9,1
CN(C)c1cccc(C(=O)NNC(=S)NC2CC3CCC2C3)c1 (stereo not drawn),104,-2,104,0,-2,0,101,-28,-2,-0.2,-1
CCCn1c(=O)[nH]c(=O)c2c(C(F)(F)F)cc(-c3ccc(C)cc3)nc21,103,nt,102,nt,nt,12,100,nt,nt,1.3,nt
CC1CCN(CCCNC(=O)c2ccc(CSCc3cccc(Cl)c3)o2)CC1,107,-7,103,-6,-5,2,104,-3,-7,1.6,-2
O=C(O)CC/C(=N/NC(=O)c1cn(-c2ccccc2)nc1-c1ccccc1)C(=O)O,100,-1,104,-6,0,0,100,-6,0,0.1,-2
Cc1[nH]n(-c2ccccc2)c(=O)c1C=NCC1CCCO1 (stereo not drawn),104,-7,101,-1,0,2,?,-7,-6,0.5,-1

# Three entries out of the list above, sorted by their value in RGS7-Gao, falling:
molecule | RGS4-Gao reg | Bim-Bfl-1 | RGS8-Gao | Bcl-XL Bim block | Mcl-1 Bim block | RGS7-Gao | Bim-Bcl-B | Bim-Bcl-2 | Bim-Bcl-W
COc1ccc(C2=CSC(/N=C/c3ccc(F)cc3)=NN2)cc1 | 87 | 7 | 67 | 0 | -2 | 136 | -7 | 4 | 0
CN(C)c1cccc(C(=O)NNC(=S)NC2CC3CCC2C3)c1 (stereo not drawn) | 104 | -2 | 104 | 0 | -2 | 101 | -28 | -2 | -1
CCCn1c(=O)[nH]c(=O)c2c(C(F)(F)F)cc(-c3ccc(C)cc3)nc21 | 103 | nt | 102 | nt | nt | 100 | nt | nt | nt

# (further entries)
SMILES,RGS4-Gao reg,Bim-Bfl-1,RGS8-Gao,Bcl-XL Bim block,Mcl-1 Bim block,ABCG2 inh,RGS7-Gao,Bim-Bcl-B,Bim-Bcl-2,ABCB1 inh,Bim-Bcl-W
CCOc1ccc(-c2cn3ccccc3n2)cc1[N+](=O)[O-],98,-17,101,-6,-2,20,97,-8,-8,1.1,-4
Cc1ccccc1CS(=O)(=O)CCC(=O)NCCCN1CCN(c2ccccc2F)CC1,95,-10,99,-2,0,4,94,-8,-5,0.9,1
COc1ccc(-n2c(C)cc(SC)c(C(C)=O)c2=S)cc1,103,-10,100,-1,2,1,105,-7,-3,0.2,3
COCCN1CCCC(CNCc2cn(C)nc2-c2ccc(Oc3ccccc3)cc2)C1 (stereo not drawn),103,-4,108,-1,5,-1,109,-6,0,-0.5,0
CCC(C)C(NC(=O)c1ccccc1NC(=O)c1ccco1)C(=O)O (stereo not drawn),97,-11,104,-8,0,4,98,-8,-11,0.8,0
COc1ccc(CCN(C)CCN2C(=O)c3ccccc3C2=O)cc1OC,100,3,98,-8,-1,0,98,-1,0,-0.1,1
Cn1c(CNc2ccccc2)nc2ccccc21,102,-25,102,-12,-9,18,103,-10,-17,0.9,-8
O=C(Nc1ccc(Cl)cc1)Nc1nnc(CSCc2ccccc2)s1,103,-3,102,-3,-19,-6,104,4,0,-0.7,-13
CCCOC(=O)c1c(NC(=O)c2cnn3c2NC(c2ccccc2)CC3C(F)(F)F)sc2c1CCCC2 (stereo not drawn),104,-18,100,-13,-6,4,103,-13,-6,0.0,-10
COc1ccc(-c2nn(-c3ccccc3)cc2CN2CCCO2)c(F)c1,100,-5,98,1,0,6,97,-1,-3,3.8,4
CC1CCN(CCCCOc2ccccc2[N+](=O)[O-])CC1,98,-3,102,0,1,1,100,-4,-1,0.2,0
COc1ccc(-c2c3c(cc(C)[n+]2[O-])oc2ccc(OC)cc23)cc1,110,0,112,-6,-5,6,108,-6,-6,0.9,-4
Cc1ccc(NC(=O)c2cc(S(=O)(=O)c3ccccc3)ccc2Cl)cc1,99,nt,101,nt,nt,2,97,nt,?,1.0,nt
CCOC(=O)Cc1csc(NC(=O)C2CCCN(S(=O)(=O)c3cnc[nH]3)C2)n1 (stereo not drawn),100,0,96,-5,0,1,101,0,2,0.4,-2
CC(C)COC(=O)c1ccccc1N1C(=O)C2C3CCC(C3)C2C1=O (stereo not drawn),102,-1,101,-5,-1,-1,100,-3,-1,0.1,0
Cn1c(=O)c(C(=O)c2ccccc2)nc2ccccc21,104,-6,101,-6,0,4,104,-3,-10,0.3,-2
Cc1nn2c(N)csc2nc1=O,100,10,101,11,13,3,89,13,10,1.1,15
Cc1ccc(S(=O)(=O)Nc2cc(=O)[nH]c(SCc3ccc(Cl)cc3)n2)cc1,92,0,97,-4,-2,0,93,-4,0,-0.1,-3
CCn1c(Cc2ccccc2)nnc1SCC(=O)Nc1ccccc1O,106,-6,103,-6,-2,12,?,-7,-8,0.0,-3
Cc1ncc(N=Nc2ccc(F)cc2)c(-c2ccc(Cl)cc2)n1,105,-12,103,-1,0,3,98,-9,-8,0.2,0

# Ordered by molar mass (rising): part of the list above.
SMILES,RGS4-Gao reg,Bim-Bfl-1,RGS8-Gao,Bcl-XL Bim block,Mcl-1 Bim block,ABCG2 inh,RGS7-Gao,Bim-Bcl-B,Bim-Bcl-2,ABCB1 inh,Bim-Bcl-W
Cc1nn2c(N)csc2nc1=O,100,10,101,11,13,3,89,13,10,1.1,15
Cn1c(CNc2ccccc2)nc2ccccc21,102,-25,102,-12,-9,18,103,-10,-17,0.9,-8
Cc1nn(CC(=O)NCCCc2ccccc2)c(C)c1[N+](=O)[O-],99,-3,100,-1,0,4,?,0,-1,0.7,4
COc1ccc(C2=CSC(/N=C/c3ccc(F)cc3)=NN2)cc1,87,7,67,0,-2,0,136,-7,4,-0.1,0
CC(C)COC(=O)c1ccccc1N1C(=O)C2C3CCC(C3)C2C1=O (stereo not drawn),102,-1,101,-5,-1,-1,100,-3,-1,0.1,0
COc1ccc(-c2nn(-c3ccccc3)cc2CN2CCCO2)c(F)c1,100,-5,98,1,0,6,97,-1,-3,3.8,4
COc1ccc(CCN(C)CCN2C(=O)c3ccccc3C2=O)cc1OC,100,3,98,-8,-1,0,98,-1,0,-0.1,1
Cc1ccc(NC(=O)c2cc(S(=O)(=O)c3ccccc3)ccc2Cl)cc1,99,nt,101,nt,nt,2,97,nt,?,1.0,nt
Cc1cc(NC(=O)CSc2nc3c(c(-c4cccnc4)c2C#N)CCC3)no1,97,1,103,0,0,11,100,-2,1,2.0,-3
Cc1c(-n2c(O)c(C3=c4ccccc4=NC3=O)sc2=O)c(=O)n(-c2ccccc2)n1C,96,-10,96,-4,-1,-1,?,-8,-5,0.3,1
CCCN(CCC)CCCNC(=O)CN1C(=O)CSc2ccc(S(=O)(=O)N3CCOCC3)cc21,93,1,93,-1,0,0,99,1,-1,-0.1,-2

# Further records follow:
SMILES,RGS4-Gao reg,Bim-Bfl-1,RGS8-Gao,Bcl-XL Bim block,Mcl-1 Bim block,ABCG2 inh,RGS7-Gao,Bim-Bcl-B,Bim-Bcl-2,ABCB1 inh,Bim-Bcl-W
Cc1ccc(/C(O)=C2/C(=O)C(=O)N(Cc3ccco3)C2c2cccs2)cc1 (stereo not drawn),97,-19,102,-9,-4,-10,101,-9,-9,-0.3,-3
Cn1ncc(-c2ccno2)c1C(=O)O,102,-5,104,-2,0,2,106,0,-2,0.3,1
Cc1ccc(CN2C(=O)CCC2C(=O)NCc2cccnc2)cc1 (stereo not drawn),102,0,103,3,0,0,101,2,1,0.1,3
COc1ccc(NC(=O)N2CCCC(C(=O)NC(C)C)C2)cc1 (stereo not drawn),101,0,98,-6,-4,-1,100,-1,0,0.1,-4
Cc1cccc(/C=N/Nc2nncc3ccccc23)c1,106,-9,103,-2,1,3,?,-5,-5,0.5,-6
CCOC(=O)c1cc(C)[nH]c(=S)c1C#N,101,4,97,-2,-4,4,107,-23,-6,0.7,1
FC(F)(F)c1cc(-c2cccs2)nc2nc(N3CCOCC3)sc12,101,-5,103,-3,0,3,102,-4,-3,0.4,-2
O=C(NNc1nc(-c2ccccc2)c2cc(Br)ccc2n1)c1ccc(S(=O)(=O)N2CCOCC2)cc1,103,0,104,9,9,3,103,5,2,0.4,6
COc1ccc(N2CCN(C(=O)CNC(=O)Cn3c(C)cc4ccccc4c3=O)CC2)cc1,100,-16,100,-3,-1,1,99,-5,-11,0.3,-1
O=C(NC1CCCCCCC1)c1c(O)c2ccccc2[nH]c1=O,110,-7,106,1,-3,-5,107,-5,-4,-5.0,-2
C=CCn1c(C)cc(C(=O)Cn2c(C(C)O)nc3ccccc32)c1C (stereo not drawn),100,-3,99,-2,0,0,?,-3,1,0.3,0
CCOc1ccc(S(=O)(=O)Nc2ccc(S(=O)(=O)N3CCOCC3)cc2)cc1,101,-2,99,-4,-1,1,100,-1,-3,0.9,0
COc1ccc2c(c1)cc(C(O)c1ccccn1)n2S(=O)(=O)c1ccccc1 (stereo not drawn),101,-4,100,-8,-3,0,98,-7,-5,1.9,-4
O=c1c2ccccc2nc2n1C(CSc1ccccc1)CS2 (stereo not drawn),99,-5,99,-2,-1,1,93,-1,-4,0.0,0

# Source: PubChem BioAssay (NMMLSC)
